# MPTP inh: permeability transition pore inhibition; hit rate 1.4% among 360,000; inhibition, % at 10 µM; isolated mouse mitochondria, Ca2+ swelling absorbance, 30 min; AID 602449;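 active = inhibition of 50% or more, scaled per plate between neutral and stimulator controls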;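 note: 0% = DMSO wells given calcium and 100% = 1 mM EGTA wells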
# A3G deaminase: inhibitors of human APOBEC3G DNA deaminase. Q9HC16. hit rate 0.28% among 330,000. AID 493012. inhibition, % at 20 µM. recombinant A3G, ssDNA deamination FAM/TAMRA fluorescence;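 active = inhibition of at least 40% at 20 µM, with no more than 30% in the related APOBEC3A deaminase screen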;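 note: plate controls were DMSO wells with A3G for no effect and wells lacking A3G enzyme for full effect; some compounds called inactive have numbers as strong as hits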
# GRIN3A LBD mod: modulates the human NR3A ligand-binding domain; hit rate 2.5% among 340,000; Tm shift relative to glycine control, % at 25 µM; NR3A LBD differential scanning fluorimetry, Tm shift; 0% = protein alone, 100% = glycine-bound protein;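 active = melting temperature shift of at least 10% of the positive control shift, at one fixed dose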
# CCR6 antag: CCR6 (human) receptor antagonism; hit rate 0.49% among 340,000; CHO-K1 CCR6 PathHunter beta-arrestin, luminescence, CCL20-stimulated; P51684; inhibition, % at 20 µM; AID 493098;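 active = compounds whose inhibition of the agonist-driven luminescence signal at 20 µM reaches about 50%, limit read from the data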;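 note: cells stimulated with CCL20 at 14 nM final; plate controls were DMSO with CCL20 for no effect and DMSO without agonist for full effect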
# Target sequence (P51684 whole entry, looked up): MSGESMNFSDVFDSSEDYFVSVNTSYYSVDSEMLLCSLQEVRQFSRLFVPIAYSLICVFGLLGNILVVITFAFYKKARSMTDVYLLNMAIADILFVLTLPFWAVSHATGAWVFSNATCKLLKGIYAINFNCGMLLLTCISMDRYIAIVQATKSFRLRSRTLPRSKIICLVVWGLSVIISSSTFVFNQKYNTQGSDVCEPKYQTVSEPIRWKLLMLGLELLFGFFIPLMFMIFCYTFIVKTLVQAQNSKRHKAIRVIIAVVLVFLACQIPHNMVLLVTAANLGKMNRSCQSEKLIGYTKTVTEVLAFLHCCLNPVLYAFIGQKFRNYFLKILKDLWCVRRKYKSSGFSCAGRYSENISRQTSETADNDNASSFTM
# EBI2 antag: EBI2 (human) antagonism; EBI2 beta-arrestin recruitment, luminescence, 7a,25-OHC stimulated; inhibition, % at 5 µM; hit rate 0.81% among 360,000; AID 651636; in the data active = inhibition above about 38%;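 note: enzyme fragment complementation signal reports receptor beta-arrestin coupling in cells; 0% = agonist plus DMSO wells and 100% = wells without agonist; some results beyond the cut were filed as inactive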
# Target sequence (P32249 whole entry, looked up, the tested form may be a part): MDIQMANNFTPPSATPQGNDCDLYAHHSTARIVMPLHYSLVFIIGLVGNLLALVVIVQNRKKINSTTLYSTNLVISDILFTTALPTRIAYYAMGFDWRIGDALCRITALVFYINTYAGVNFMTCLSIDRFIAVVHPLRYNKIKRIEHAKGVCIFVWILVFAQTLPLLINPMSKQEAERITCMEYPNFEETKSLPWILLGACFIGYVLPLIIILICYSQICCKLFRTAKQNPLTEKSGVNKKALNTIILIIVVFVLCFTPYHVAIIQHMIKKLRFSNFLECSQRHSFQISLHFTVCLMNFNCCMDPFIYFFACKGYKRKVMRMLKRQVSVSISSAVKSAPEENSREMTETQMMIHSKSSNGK
# A3A deaminase: blocks human APOBEC3A ssDNA deamination. recombinant A3A, FAM/TAMRA ssDNA deamination fluorescence. hit rate 0.41% among 330,000. inhibition, % at 20 µM. AID 493011. P31941;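 active = at least 40% inhibition at 20 µM here, with at most 30% in a related deaminase screen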;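 note: plate controls were A3A with DMSO for no effect and wells lacking A3A enzyme for full effect; some results filed as inactive read as strong as hits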
# Gli-Sufu antag: blocks Gli-Sufu signaling in a luciferase reporter; hit rate 0.74% among 340,000; inhibition, % at 5 µM; AID 588413; Sufu-KO-LIGHT fibroblasts, Gli luciferase reporter luminescence;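 active = inhibition above about 55%, limit read from the data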;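 note: 0% = DMSO-treated cells and 100% = wells with medium but no cells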
# CXCR6 inh: inhibitors of human CXCR6 receptor | O00574 | CHO-K1 PathHunter CXCR6 beta-arrestin, luminescence | inhibition, % at 20 µM | hit rate 0.36% among 360,000 | AID 602244; in the data active = inhibition above about 34%, passing the limit was not always enough;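 note: antagonist mode with CXCL16 agonist at 10 nM final; 0% = 10 nM CXCL16 with DMSO and 100% = unstimulated wells without agonist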
# Target sequence (O00574 whole entry, looked up): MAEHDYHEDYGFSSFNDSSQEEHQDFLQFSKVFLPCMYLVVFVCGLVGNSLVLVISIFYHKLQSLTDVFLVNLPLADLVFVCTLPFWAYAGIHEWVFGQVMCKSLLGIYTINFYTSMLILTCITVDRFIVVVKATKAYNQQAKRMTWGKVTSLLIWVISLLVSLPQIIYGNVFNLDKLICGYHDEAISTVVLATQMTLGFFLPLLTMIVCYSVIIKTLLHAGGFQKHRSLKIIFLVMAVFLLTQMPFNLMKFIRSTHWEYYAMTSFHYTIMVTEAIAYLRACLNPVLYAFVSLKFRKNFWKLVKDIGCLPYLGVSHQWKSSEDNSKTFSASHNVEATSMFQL
# Active calls of the source: *; / = not tested or not shown.
SMILES,MPTP inh,A3G deaminase,GRIN3A LBD mod,CCR6 antag,EBI2 antag,A3A deaminase,Gli-Sufu antag,CXCR6 inh
COc1ccc(NC(=O)COC(=O)CNC(=O)C2CCCCC2)cc1,-0.6,-4,0,-3,-3,-3,7,5
CN(C(=O)c1cccc(C#N)c1)c1nnc(C2CCOC2)s1 (centres undefined),0.3,0,0,-2,4,-10,1,6
CC(NC(=O)NCC1CCCO1)(C(F)(F)F)C(F)(F)F (centres undefined),0.2,-6,-1,28,-3,-3,5,-5
COc1ccc(C(=O)Nc2cccc(C)c2)cc1,4.2,-9,17*,-3,3,-1,-117,-3
Cc1ccccc1CN(C)CCS(=O)(=O)c1cc(Cl)ccc1Cl,-1.4,-10,0,6,-25,-3,-1,-1
Cc1ccc(NC(=O)CSc2nnc(CNC(=O)c3ccco3)n2C)cc1,0.4,36,-1,11,-5,5,/,-3
CCOC(=O)c1ccc(NC(=O)c2nc[nH]c2C(=O)N[C@H](C)c2ccccc2)cc1,0.0,-3,0,9,1,0,0,2
O=C(CSc1ccccc1)Nc1ccc(C(=O)Nc2ccc(O)cc2)cc1,0.2,-2,25*,1,-3,4,0,-2
Cc1ccc2[nH]c3c(c2c1)CCN1C(=O)OC(C)(C)C31C (centres undefined),-0.7,-11,0,-3,-6,4,24,-8
COc1ccc(/C=C/C(=O)c2ccc(O)cc2)cc1,1.1,-3,11*,34,17,4,-20,6
CNC(=O)NNC(=O)c1onc(-c2c(Cl)cccc2Cl)c1C(=O)OC,1.7,-5,1,-12,-7,-2,-3,8
C/C=C(\C)C(=O)NCCN1C2=NC[C@@H](Cc3ccccc3)N2C[C@@H]1Cc1ccc(OC)cc1,-2.0,-3,0,10,-7,-1,23,12
COc1ccccc1NS(=O)(=O)c1ccc(N/N=C/c2ccccc2OCC(=O)O)c([N+](=O)[O-])c1,5.2,-5,4,35,9,2,-5,22
CCN(CC)C(=O)CSc1nnc(-c2ccncc2)n1N,-1.1,-5,0,8,-2,-1,0,-2
CCN(CC)c1ccc2nc3ccc(N)cc3[n+](-c3ccccc3)c2c1,54*,11,-2,59*,11,17,93*,40
COc1ccc(CNC(=S)Nc2cc(OC)ccc2OC)cc1,-1.0,-2,0,-1,-1,-3,12,-9
O=C(CC(=O)N1CCN(c2ccccn2)CC1)Nc1ccc2nc3n(c(=O)c2c1)CCCCC3,-2.2,2,-2,0,-5,1,-1,-2
Cc1ccc(NC(=O)CN(c2ccc(Cl)cc2)S(=O)(=O)c2cc([N+](=O)[O-])ccc2Cl)c(C)c1,2.6,1,1,12,27,5,8,-2
COc1ccccc1-c1c(C)nn2c(N3CCC(C(N)=O)CC3)cc(C)nc12,-0.6,-8,-3,4,-4,-5,10,5
CCCCCC(=O)Nc1nc(C)c(-c2csc(Nc3cc(Cl)ccc3C)n2)s1,-0.3,9,2,-5,8,-1,5,0
CCN1CCN(Cc2c(O)ccc3c2O/C(=C\c2ccc(C)cc2)C3=O)CC1,-0.9,-5,-2,28,4,0,18,8
COc1ccc(NC(=O)C(=S)NC2CCCCC2)cc1,0.4,-2,0,10,-5,0,-109,-8
CCOC(=O)c1cc(-c2ccc(OC)cc2F)nc2c1c(C)nn2CCC#N,1.1,0,-4,12,23,0,6,15
O=C1CCCN1CCCNS(=O)(=O)c1ccc(F)c(F)c1,0.9,-7,1,-6,9,1,-3,10
COc1cc(OC)c(-c2nn3c(-c4ccco4)nnc3s2)cc1OC,-2.6,/,-1,-3,-12,/,8,0
Cc1c([N+](=O)[O-])ccc(S(=O)(=O)N2CCC(C(N)=O)CC2)c1C,-1.6,5,-1,-2,-8,-1,-2,3
C=CCSc1nnc2nc3c(nn12)c1cc(C)ccc1n3CC=C,0.2,2,-1,3,8,3,15,16
COc1ccc(-c2cnn(-c3ccccc3)c2N)cc1OC,0.0,2,2,10,-15,0,-13,-7
CCc1noc(C)c1C(=O)Nc1ccc(F)c(F)c1F,0.1,-4,0,7,-11,-1,-3,-5
CC1CCN(C(=O)COc2ccc3ccccc3c2Br)CC1,1.7,0,/,/,16,2,/,0
COC(CN(C)C(=O)C1CCC(CNS(=O)(=O)c2ccc(C)cc2)CC1)OC (centres undefined),0.0,-7,0,6,-3,-3,6,6
CC(C)C(NC(=O)CN1C(=O)c2cccc3cccc1c23)C(C)C,1.8,3,0,16,4,0,-1,8
CC(C)(C)NC(=O)C(c1cccs1)N(C(=O)C(=O)NC1CCCC1)c1ccccc1F (centres undefined),-0.4,-6,1,22,-2,-2,-14,6
CCC(C)c1ccc(OCC(=O)Nc2cccc(C(=O)Nc3ccc(C(=O)O)cc3)c2)cc1 (centres undefined),-1.2,0,-7,-5,1,4,-99,-4
CC(=O)c1ccc(S(=O)(=O)N(C)CC(=O)Nc2cc(C)on2)cc1,-2.1,5,0,-4,-6,2,-7,-7
O=C(O)c1ccccc1-c1ccccc1C(=O)NNc1ccc([N+](=O)[O-])cc1,1.8,6,0,2,-6,8,-20,-4
CCOC(=O)c1ccccc1OC(=O)Oc1ccccc1C(=O)OCC,1.3,/,1,14,-2,/,-8,-3
N[C@@H](Cc1cnc[nH]1)C(=O)Nc1ccc2ccccc2c1,-0.8,/,-2,-5,-8,/,9,3
CSCCC(NC(=O)COc1ccccc1)C(=O)N(C)Cc1ccc(F)cc1 (centres undefined),0.4,-6,0,12,7,0,0,2
C=CCN1C(=O)c2cccc3c(Br)ccc(c23)C1=O,0.5,-2,1,11,-10,1,15,5
CC(=O)NC1N=C(C)N(c2ccccc2)C1=O (centres undefined),-1.0,11,-5,0,-21,29,4,-8
Cc1ccc(-c2nnc(CN3CCCCC3C)o2)cc1 (centres undefined),0.1,6,0,15,-2,3,-16,6
O=C(CN(C(=O)Cn1nnc(-c2ccc(F)cc2)n1)c1cnc2ccccc2c1)NCC1CCCO1 (centres undefined),3.4,2,-1,24,3,4,44,0
O=C(O)CN1C(=O)/C(=C\c2cc(Br)ccc2OCc2ccccc2F)SC1=S,4.0,0,6,18,3,0,0,-1
Cc1ccc2c(c1)nc(-n1nc(C)cc1C)c1nnnn12,2.6,-5,1,13,3,0,-5,-2
CC(Oc1cccc([N+](=O)[O-])c1)C(=O)NCCC1=CCCCC1 (centres undefined),-1.0,-10,2,10,4,0,-1,1
COCCNC(=O)C1CCN(S(=O)(=O)c2c(C)noc2/C=C/c2cccs2)CC1,1.6,-5,-4,0,-15,3,3,1
O=C1CSC(c2cn(-c3ccccc3)nc2-c2cc3ccccc3o2)N1Cc1ccccc1 (centres undefined),0.7,-6,-6,-2,18,-4,-18,2
COc1ccc(CCOC(=O)CNC(=O)c2ccc(Cl)cc2Cl)cc1,1.4,-8,7,28,3,31,-6,7
COc1ccc(NC(=O)c2onc(C)c2Cl)cc1,0.5,3,-1,-7,0,4,-19,-1
COC(=O)C1=C(C(=O)OC)[C@@H]2N(C)c3ccc(OC)cc3[C@@]23C[C@@H](C(=O)OC)N=C3N1,-0.7,-7,-4,1,-10,-4,-8,2
Cc1ccc(S(=O)(=O)N2CCN(C(=O)COC(=O)c3ccc(Br)o3)CC2)c(C)c1,-0.1,-7,3,9,14,-1,-8,-4
Cc1ccc(C)c(S(=O)(=O)NCC(=O)OCC(=O)Nc2sccc2C(N)=O)c1,-1.5,-1,2,3,-2,-1,1,-6
CCCCCOC(=O)C(C)Sc1n[nH]c(=O)[nH]c1=O (centres undefined),1.1,1,0,10,-5,2,-4,-6
Cc1ccc(NC(=O)CSCC(=O)Nc2ccccc2C(=O)NC2CC2)cc1,3.2,-10,0,3,0,-5,-4,5
COCCOC(=O)c1[nH]c2c(c1C)C(=O)CC(c1cc(OC)ccc1OC)C2 (centres undefined),-2.9,-1,1,-1,4,-3,-7,1
O=C(COc1ccccc1F)NNC(=O)c1ccc(F)c(S(=O)(=O)N2CCOCC2)c1,-0.1,7,0,-1,-12,0,-4,-2
CSc1ccc(/C=C/C(=O)OCC(=O)N2CCc3ccccc32)cc1,1.7,-7,1,12,-6,1,1,7
Cc1cc(=O)[nH]c(SCC(=O)Nc2ccc(Br)cn2)n1,-0.4,-6,-10,-1,5,-6,2,-3
O=C(Nc1cccc(S(=O)(=O)N2CCCCC2)c1)c1ccc(OCC2CCCO2)cc1 (centres undefined),2.1,-2,2,-3,1,20,-8,-16

# 3 structures from above, sorted by molar mass, smallest number first.
SMILES,MPTP inh,A3G deaminase,GRIN3A LBD mod,CCR6 antag,EBI2 antag,A3A deaminase,Gli-Sufu antag,CXCR6 inh
CC(=O)NC1N=C(C)N(c2ccccc2)C1=O (centres undefined),-1.0,11,-5,0,-21,29,4,-8
C=CCN1C(=O)c2cccc3c(Br)ccc(c23)C1=O,0.5,-2,1,11,-10,1,15,5
CCN(CC)c1ccc2nc3ccc(N)cc3[n+](-c3ccccc3)c2c1,54*,11,-2,59*,11,17,93*,40

# Looked up above.
# Value of COc1ccc(NC(=O)c2onc(C)c2Cl)cc1 under MPTP inh: 0.5
# Value of O=C1CSC(c2cn(-c3ccccc3)nc2-c2cc3ccccc3o2)N1Cc1ccccc1 (centres undefined) under GRIN3A LBD mod: -6

# The list continues:
SMILES,MPTP inh,A3G deaminase,GRIN3A LBD mod,CCR6 antag,EBI2 antag,A3A deaminase,Gli-Sufu antag,CXCR6 inh
Cc1ccc(S(=O)(=O)NCC(=O)NCc2ccncc2)cc1,-0.5,-3,-11,4,1,-1,-12,-12
CSc1ccccc1NC(=O)CN(C)Cc1cccc(Cl)c1,1.1,-2,2,4,0,-1,5,0
COC(=O)c1cc(S(=O)(=O)NCC2CCN(Cc3cccc(F)c3)CC2)cn1C,-1.5,-3,-4,6,4,-4,1,-2
COc1ccc2oc(=O)cc(CN(C)Cc3ccccc3)c2c1,0.6,-11,1,17,18,-8,25,4
COc1cccc2c1Oc1ncccc1N(C(=O)CCC(=O)NCc1ccccc1Cl)C2,-1.0,2,3,9,-4,1,7,11
COc1ccc(/C=C/C(=O)CCC(=O)O)cc1,-1.6,-4,0,8,-8,-1,-16,-1
Cc1cccc(NC(=O)c2ccc(S(=O)(=O)NCc3cccnc3)cc2)c1,0.7,-8,1,21,2,-3,-14,-2
CC(CCc1ccccc1)NC(=O)CNC(=O)COc1ccccc1 (centres undefined),-2.2,-1,0,6,-1,0,-16,11
COc1ccc(CN2CCN(C(=O)CCC(=O)c3ccc(C)s3)CC2)cc1OC,0.1,-4,-2,15,14,-3,-5,6
COC(=O)C1CCN(c2ccc([N+](=O)[O-])cc2[N+](=O)[O-])CC1,-1.1,-7,2,8,5,-1,1,-4
Cc1noc(C)c1S(=O)(=O)N(C)C[C@H]1Oc2c(NC(=O)NC(C)C)cccc2C(=O)N([C@H](C)CO)C[C@@H]1C,-1.4,-4,0,0,-4,-3,-4,-4
O=c1oc(Nc2ccccc2Cl)nc2ccccc12,-0.1,/,-18,16,-6,/,-21,-4
N/C(=N\OC(=O)/C=C/c1ccc(Br)cc1)c1ccccn1,-1.0,-4,-13,5,5,-2,-89,0
O=C(CNCc1ccccc1Cl)Nc1ccc(C(=O)N2CCCCC2)cc1,0.6,-5,-2,7,-9,-1,3,-4
COC(=O)[C@H](Cc1ccccc1)NC(=O)N1CCC(C)CC1,0.2,-4,-1,-13,-7,-2,14,-6
Cc1ccc(-n2nc3c(N4CCC(C(=O)N5CCCCCC5)CC4)nnc(C)c3c2C)cc1,0.3,-5,-1,16,9,-3,40,9
CCn1cc(CN2CCC(n3nccc3NC(=O)C(OC)c3ccccc3)CC2)cn1 (centres undefined),-1.6,-2,2,7,-8,0,5,3
COc1cccc(CN(C)CC(=O)NCc2ccccc2Cl)c1OC,2.8,-8,0,13,2,1,32,-2
Cc1cccc(C)c1NC(=O)CSCC(=O)c1ccc(O)c(O)c1,4.3,-5,-2,8,4,-2,8,5
Cc1ccc(-n2nc3c(c2NC(=O)c2c(-c4ccccc4Cl)noc2C)CS(=O)(=O)C3)c(C)c1,0.9,-4,1,6,6,3,26,1
